Compound activity from PubChem BioAssay.
HCV inh: qHTS Assay for Inhibitors of Hepatitis C Virus (HCV); Potency, µM (titrated, usually from 41.8 µM), for the others: top-dose activity change, negative = inhibition, hits mostly inhibitors; Huh7.5.1 HCVcc-Cre infection, luciferase reporter, 44 h; hit rate 3.4% among 340,000
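Whole-lifecycle infectious HCVcc-Cre system; cells 1,000/well, compound then virus (~0.5 moi) added 4 h after plating, 44 h culture. Luciferase read 15 sec following 15 min substrate incubation, room temp.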
LmPK inhibitor: qHTS Assay for Inhibitors of Leishmania Mexicana Pyruvate Kinase (LmPK); purified LmPK, Kinase-Glo ATP luminescence, 1 h; Q27686; Potency, µM (highest dose often 57.5 µM), for inactives: at the top dose activity change, negative = inhibition, usual class: inhibitors; hit rate 0.37% among 290,000
Target sequence (Q27686 whole entry, looked up): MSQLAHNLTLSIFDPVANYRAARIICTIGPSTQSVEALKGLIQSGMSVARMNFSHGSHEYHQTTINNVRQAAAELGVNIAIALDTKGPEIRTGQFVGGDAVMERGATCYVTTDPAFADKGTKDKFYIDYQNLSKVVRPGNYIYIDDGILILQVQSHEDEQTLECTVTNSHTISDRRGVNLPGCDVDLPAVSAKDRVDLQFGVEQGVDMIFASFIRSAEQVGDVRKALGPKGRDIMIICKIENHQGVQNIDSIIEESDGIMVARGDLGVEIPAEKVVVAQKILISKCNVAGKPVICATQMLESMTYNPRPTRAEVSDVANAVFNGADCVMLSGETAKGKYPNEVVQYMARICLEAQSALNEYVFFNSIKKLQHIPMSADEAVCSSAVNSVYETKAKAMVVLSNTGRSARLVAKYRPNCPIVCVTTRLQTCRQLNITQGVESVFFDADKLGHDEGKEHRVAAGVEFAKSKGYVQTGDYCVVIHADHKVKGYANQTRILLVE
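0.1 nM LmPK, 0.5 mM PEP, 0.1 mM ADP; 50 mM imidazole pH 7.2, 7 mM MgCl2, 50 mM KCl; 1 h RT. Kinase-Glo luminescence readout, normalized to no-enzyme (full inhibition) and uninhibited wells.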
Pf growth 48h: Primary qHTS for delayed death inhibitors of the malarial parasite plastid, 48 hour incubation. P. falciparum luciferase growth in erythrocytes, 48 h. Potency, µM (titrated, usually from 28.7 µM), for inactives: at the highest dose activity change, negative = inhibition, actives largely listed as inhibitors. hit rate 5.9% among 310,000
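A one-generation exposure of luciferase-tagged malaria parasites in RPMI 1640/Albumax erythrocyte culture, 37 C and 5% CO2. Inhibition is inferred from decreased luminescence after adding detection reagent.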
Pf growth 96h: Primary qHTS for delayed death inhibitors of the malarial parasite plastid, 96 hour incubation. P. falciparum luciferase reporter growth, 96 h. Potency, µM (titrated, usually from 28.7 µM), without a hit: top-dose activity change, negative = inhibition, actives largely listed as inhibitors. hit rate 6.9% among 320,000. AID 504834, 2011
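Plates of compound plus infected erythrocytes (2% hematocrit, 0.05% parasitemia final) incubate 96 hours, 37 C, 5% CO2. Detection reagent added; reduced luminescence from the parasites' luciferase reporter flags inhibition.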
TbPYK inhibitor: qHTS of Trypanosoma Brucei Inhibitors | TbPYK enzyme, Kinase-Glo Plus ATP luminescence, 45 min | Potency, µM (doses to about 76.8 µM), inactives show at the top dose activity, negative = inhibition, hits mostly inhibitors | hit rate 0.12% among 410,000 | AID 624173, 2012; further: nearly all actives have a fitted effect of over 50% in size
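TbPYK + substrate in 50 mM TEA pH 7.2, 100 mM KCl, 10 mM MgCl2, 0.05% BSA, 0.01% Tween-20; cpd pinned; ADP 130 uM final; 45 min RT; Kinase-Glo Plus 10 min; luminescence endpoint.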
Sm TGR inh: qHTS Assay for the Inhibitors of Schistosoma Mansoni Peroxiredoxins. Schistosoma mansoni thioredoxin glutathione reductase (TGR), Q962Y6. purified TGR, DTNB reduction, TNB absorbance 405 nm. Potency, µM (doses to about 114 µM), for the others: at the highest dose activity change, negative = inhibition, most hits filed as inhibitors. hit rate 3% among 360,000. AID 485364, 2010; further: nearly all actives have a fitted effect of over 60% in size
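First, TGR (20 nM dispensed) and NADPH were mixed with compound. Second, a 15 min room-temperature incubation followed. Third, further NADPH and then DTNB were added to start the reaction. Finally, TNB absorbance was monitored kinetically.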
* hit, by the source's call; ? = inconclusive; / = no result given; & = joins results of further samples; [ ] = dose if it differs, or a comment. The call rests on the fitted dose curve; in most records, active means well fitted curve in the direction sought with a large enough effect; inconclusive means small, poorly fitted or top-dose-only effect, or another doubt; inactive means no such curve, though single readings can be large; an effect the other way counts as inactive or inconclusive. On the % scale 0 is the no-effect control and ±100 the full control effect; potency means the concentration at half of the fitted maximal effect. Not a hit list; 16% or so of the library scored in one or more.

Start of the data: the first two records (preview)
Results follow in this order: HCV inh	LmPK inhibitor	Pf growth 48h	Pf growth 96h	TbPYK inhibitor	Sm TGR inh
> CCNC(=O)/C(=C\C=C\c1ccccc1)NC(=O)c1ccc(Br)o1
 : 0%	0%	-3%	?	-4%	-15%
> CCN1C(=O)c2ccc(C(=O)O)cc2C1=O
 : 12%	-5%	-20%	87%[activator]	0%	3%

This part in full, previewed entries included:
Results follow in this order: HCV inh	LmPK inhibitor	Pf growth 48h	Pf growth 96h	TbPYK inhibitor	Sm TGR inh
> CCNC(=O)/C(=C\C=C\c1ccccc1)NC(=O)c1ccc(Br)o1
 : 0%	0%	-3%	?	-4%	-15%
> CCN1C(=O)c2ccc(C(=O)O)cc2C1=O
 : 12%	-5%	-20%	87%[activator]	0%	3%
> CC(=O)Nc1ccc(N2CCOCC2)c([N+](=O)[O-])c1
 : 17%	4%	23%	17%	-2%	15%
> CCOC(=O)c1c(NC(=S)Nc2ccccc2C)sc2c1CCC2
 : -27%	1%	?	-22%	1%	2%
> O=C(NCC(c1ccco1)N1CCOCC1)c1cccc(Cl)c1 (configuration not stated)
 : -8%	/	5%	17%	4%	-1%
> CC1(c2nnc(Cc3ccccc3)o2)CC(c2ccccc2F)=NO1 (configuration not stated)
 : 4%	/	6%	68%[activator]	0%	-3%
> O=C1NC(=O)/C(=C/c2ccccc2OCc2ccccc2)S1
 : 0%	-1%	15%	?	-10%	9%
> N#Cc1sc(C(N)=O)c(-c2ccccc2)c1-c1ccccc1
 : ?	1%	57%[activator]	-21%	7%	-4%
> CC#CCN(CC#CC)S(=O)(=O)c1ccc(-n2cnnn2)c(OC)c1
 : 2%	-1%	?	3%	-3%	5%
> Cn1c(N)c(C(=O)COC(=O)C2CC(O)CN2S(=O)(=O)c2ccc(Cl)cc2)c(=O)n(C)c1=O (configuration not stated)
 : -2%	4%	76%[activator]	?	0%	1%
> CC1(C)CC(=O)C(CC(=O)Nc2cc(C(F)(F)F)ccc2Cl)C(=O)C1
 : -2%	0%	-14%	11%	-3%	3%
> CCc1n[nH]c(=S)n1/N=C/c1cc(Br)c(O)c(OC)c1
 : 0%	-7%	-2%	10%	?	0%
> CCCSc1ccc(-c2nn(-c3ccccc3)cc2/C=C(/C#N)C(=O)N2CCOCC2)cc1
 : ?	3%	?	?	1%	-10%
> Cc1cc(OC(C)C(=O)NCc2ccccn2)c2c(C)c(Cc3ccccc3)c(=O)oc2c1 (configuration not stated)
 : ?	1%	?	-10%	-2%	-9%
> CCOC(=O)c1c(C)[nH]c(C(=O)CSc2nnc(Nc3ccccc3F)s2)c1C
 : -8%	2%	19%	?	-9%	3%
> CCOC(=O)C1CCN(C(=O)CSc2ccc(Cl)cc2)CC1
 : 17%	2%	7%	-5%	-2%	-1%
> Cc1cc(N)ccc1NC(=O)CN1CCOCC1
 : 22%	-7%	10%	2%	2%	4%
> O=S(=O)(O)c1ccc(N2N=C(c3ccccc3)CC2c2ccccc2)cc1 (configuration not stated)
 : 7%	-5%	6%	?	0%	4%
> CC1(C)CC(=O)c2cc(N=C/C(C(=O)c3ccccc3)=C(\O)c3ccccc3)c(=O)oc2C1
 : 1%	3%	8%	34%[activator]	-21%	/
> NS(=O)(=O)c1ccc(N=Nc2c(O)[nH]c(=S)[nH]c2=O)cc1
 : 29%	-22%	?	?	-11%	-7%

A few values from the list.
Pf growth 96h result of CC#CCN(CC#CC)S(=O)(=O)c1ccc(-n2cnnn2)c(OC)c1 reads 3%
Sm TGR inh result of CCCSc1ccc(-c2nn(-c3ccccc3)cc2/C=C(/C#N)C(=O)N2CCOCC2)cc1 reads -10%
Pf growth 96h result of Cc1cc(OC(C)C(=O)NCc2ccccn2)c2c(C)c(Cc3ccccc3)c(=O)oc2c1 (configuration not stated) reads -10%

(cont.)
Results follow in this order: HCV inh	LmPK inhibitor	Pf growth 48h	Pf growth 96h	TbPYK inhibitor	Sm TGR inh
> Cc1ccc(NC(=O)Nc2ccnc(-c3cccnc3)n2)cc1
 : 11µM*	-2%	33%[1.15 µM]	?	-5%	1%
> CCOC(=O)Nc1nnc(-c2cccc(OC)c2)s1
 : -3%	-4%	-24%	/	-1%	?
> C=CCN1C(=O)C(=O)N(Cc2nc3ccccc3s2)C1=O
 : 19%	0%	200%[activator]	241%[activator]	-2%	-5%
> ON/C=N/C(=S)Nc1ncc(C(F)(F)F)cc1Cl
 : 0%	1%	-1%	19%	2%	17%
> COc1ccc(/C=C(\NC(=O)c2ccc(C)cc2)C(=O)NCCCn2ccnc2)cc1OC
 : 16%	-1%	20%	?	5%	11%
> O=c1cc(Cn2ccnc2)c2cc3c(cc2o1)CCC3
 : 0%	-7%	10%	?	0%	-5%
> Cc1cccc(N2CCN(C(=O)CCNS(=O)(=O)c3cccs3)CC2C)c1 (configuration not stated)
 : 14%	-3%	13%	-39%	4%	-2%
> COc1ccc(S(=O)(=O)NCc2ccc(C(=O)N3CCN(c4ccccn4)CC3)cc2)cc1
 : -2%	4%	?	?	0%	2%
> O=C(NNS(=O)(=O)c1ccccc1F)c1cc(-c2ccccc2)n[nH]1
 : 18%	3%	-5%	5%	2%	-5%
> O=C(COC(=O)/C=C/c1ccccc1)Nc1ccccc1Br
 : 0%	-1%	13%	0%	0%	1%
> COc1ccc(CCNC(=O)c2nnn(-c3ccc4c(c3)OCCO4)c2N)cc1OC
 : ?	7%	151%[activator]	0%	-5%	2%
> CC(=O)N1CCN(CC(=O)Nc2sccc2C#N)CC1
 : 6%	16%	6%	?	7%	-12%
> Cc1cccc(NC(=O)CSCC(=O)Nc2cccc3ncccc23)c1
 : -6%	/	?	4%	-4%	-4%
> Cc1ccc(O)c(C(=O)c2cc(C#N)c(=O)n(-c3nccs3)c2)c1
 : -16%	-2%	?	?	-7%	-16%
> Cc1cccc(Cl)c1OCCCN1CCOCC1
 : 6%	-3%	13%	3.7µM*	22%	51%[activator]
> O=C(Nc1nc2ccccc2[nH]1)c1cccc(S(=O)(=O)N2CCOCC2)c1
 : 0%	3%	33%[activator]	37%[activator]	-10%	-8%
> CN(C)c1ccc(CNc2nc3ccccc3s2)cc1
 : /	-5%	137%[activator]	-6%	/	5%
> CCCCn1c(N)c(N(CC(C)C)C(=O)c2oc3ccc(OCC)cc3c2C)c(=O)[nH]c1=O
 : 6%	-7%	-26%	2%	5%	1%
> C=CCN(c1ccccc1)S(=O)(=O)c1cccc(C(=O)Nc2ccncc2)c1
 : ?	/	?	?	1%	0%
> CCCc1nc2ccccc2c(C(=O)OC(C)C(=O)NCc2ccc3c(c2)OCO3)c1CC (configuration not stated)
 : ?	-2%	?	?	7%	-7%
> O=C1CCc2cc(S(=O)(=O)NCc3ccc(Cl)cc3)cc3c2N1CC3
 : -4%	/	?	17%	-1%&-2%	-1%&2%
> O=C1CCc2cc(S(=O)(=O)NC3CCCCC3)cc3c2N1CC3
 : -8%	/	15%	13%	4%	-17%
> O=c1c2ccccc2nc(-c2ccccc2)n1CCN1CCOCC1
 : 13%	2%	17%	/	1%	4%
> O=C(CSc1nc2ccc(Cl)cc2[nH]1)NCCc1ccc(Cl)cc1
 : -9%	2%	-2%	10%	27%	-4%
> CCCc1ccc(OCC(=O)Nc2cc(S(=O)(=O)CC)ccc2O)cc1
 : -1%	-4%	17%	12µM*	-1%	7%
> COCC(C)NC(=S)Nc1ccccc1[N+](=O)[O-] (configuration not stated)
 : 6%	-2%	31%[activator]	19%	-4%	40µM*
> Cc1ccc(S(=O)(=O)N2CCOCC2)cc1NC(=O)CSc1ccc(Cl)cc1
 : -13%	/	?	-1%	-10%	-2%
> Cc1cccc(C(=O)OCC(=O)NCC2CCCO2)c1O (configuration not stated)
 : 15%	/	15%	34%[activator]	-2%	-1%
> O=C(CSc1ccccc1)NCCCN1CCOCC1
 : 19%	1%	12%	-2%	0%	?
> COc1cccc(C2=NN(C(C)=O)C(c3cccs3)C2)c1 (configuration not stated)
 : -8%	2%	21%	7%	-9%	2%
> CC(=O)N1CCc2cc(S(=O)(=O)CCC(=O)NCCc3ccc(C)cc3)ccc21
 : -4%	2%	-5%	26%	8%	-1%
> Cc1ccc(N2CC(C(=O)Nc3nccs3)CC2=O)cc1 (configuration not stated)
 : 0%	-2%	9%	/	-10%	0%
> COc1ccc(NS(=O)(=O)NC(=O)c2cn(C)c3ccccc23)cc1
 : 7%	1%	26%	11%	0%	-13%
> CC(C)Cn1c(-c2nn(C)cc2Cl)n[nH]c1=S
 : 17%	13µM*	13%	2%	?	3%
> CCOC(=O)C1CCCN(C(=O)COC(=O)C2=COCCO2)C1 (configuration not stated)
 : 19%	-3%	13%	42%[activator]	0%	0%
> COc1ccc(C)cc1NC(=O)Nc1ccncc1
 : ?	-6%	?	?	5%	1%
> O=C(Nc1ccccc1)OCC1CCCN2CCCCC12 (configuration not stated)
 : 9%	-6%	-10%	21%	0%	-18%
> CCOC(=O)c1[nH]c2ccc(F)cc2c1NC(=O)CN1CCc2cc(OC)c(OC)cc2C1
 : /	0%	12µM*	?	/	-11%
> COc1ccc(CCN2CC(C(=O)OCC(=O)NC(C)c3cccc(Cl)c3)CC2=O)cc1OC (configuration not stated)
 : -4%	/	?	?	4%	?
> CC(CNC(=O)CCCn1ncn2c(cc3occc32)c1=O)c1ccccc1 (configuration not stated)
 : -11%	3%	8%	17%	2%	-13%
> COc1ccc(/C=C2\SC(=Nc3ccccc3OC)NC2=O)cc1
 : ?	1%	0.33µM*	34%[activator]	4%	-2%
> Nc1c(NCc2ccccc2)c(=O)c1=O
 : -9%	-4%	4%	0%	-3%	-4%
> COCCN(C(=S)Nc1c(C)cc(C)cc1C)C(C)c1cccs1 (configuration not stated)
 : -5%	-2%	?	?	-4%	10%
> COc1ccc(Cl)cc1S(=O)(=O)NC(C)C(=O)NCCCn1ccnc1 (configuration not stated)
 : 12%	/	3%	13µM*	-8%	-5%
> O=[N+]([O-])c1cccc(C(=S)N2CCN(c3ccc(F)cc3)CC2)c1
 : 2%	4%	8%	31%[1.15 µM]	1%	11%
> CCOc1ccc(/C(O)=C/C(=O)C(=O)Nc2ccc(S(=O)(=O)NC(C)=O)cc2)cc1
 : 6%	0%	23%	6%	-9%	-15%
> COc1ccc(/C=C(\C#N)C(=O)N2COCC2(C)C)cc1
 : -1%	-3%	?	?	-3%	-1%
> Cc1ccc(CSCC(=O)N(C)CC(=O)Nc2ccc(Br)cc2C)cc1
 : -17%	/	-2%	-19%	1%	50µM*
> CCN(CC)S(=O)(=O)c1ccc(-c2cn3cc(Cl)ccc3n2)cc1
 : -8%	-5%	-13%	36%[activator]	-21%	2%
> COc1cc(/C=N/NC(=O)c2cc(-c3ccccc3)nc3ccccc23)ccc1O
 : -9%	-7%	-40%	36%[activator]	-9%	6%
> CCCCCCC1C(C#N)=C(N)OC2=C1C(=O)CC(C)(C)C2 (configuration not stated)
 : -8%	8%	-2%	-24%	-5%	-30%
> COc1cc(C2Nc3ccc4ccccc4c3C3=C2C(=O)CC(C)(C)C3)ccc1OC(C)C(=O)O (configuration not stated)
 : 4%	2%	1.7µM*	?	-5%	?
> Cc1ccc(Cl)c2c(N=Nc3ccccc3)c(O)[nH]c12
 : 16%	-6%	148%[activator]	-27%	-4%	1%
> O=C(NCc1ccncc1)C1CCN(S(=O)(=O)c2ccccc2)CC1
 : 22%	/	6%	?	-4%	-3%
> O=C(NCc1cnn(-c2ccc(F)cc2)c1)C1CCC(=O)N(C2CC2)C1 (configuration not stated)
 : /	-7%	8%	-15%	-10%	0%
